KKLEB tox – cytotoxicity in KKLEB CF airway cells, primary screen, cytotoxicity control for CF NF-kB inhibitor project, cell-based, uHTS, fluorescence assay plates; KKLEB CF airway cells viability, ATPlite luminescence, overnight; active compounds read low; cells stimulated with P. aeruginosa culture filtrate; activity change (cytotoxicity), % at 5 µM; 0.36% of 360,000 active; AID 602141, 2011;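 active = corrected activity change at or below -50% at 5 µM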
Shn3 3UTR inh – reduction of Shn3 3'UTR firefly luciferase signal, primary screen, Schnurri-3 inhibitor project, cell-based, Clone20 osteoblasts, set 2 | Clone20 osteoblast Shn3 3'UTR firefly luciferase, 24 h | inhibition, % at 12.5 µM | 0.52% of 360,000 active;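 active = mean inhibition of at least 75% with every replicate also reaching 75%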;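 also: 0% = median of neutral control wells and 100% = pilot-screen positive control compound; some compounds past the cut are filed as inactive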
NR2E3 ag-1 – inhibitors of NR2E3-RetCOR corepressor binding, primary screen, NR2E3 agonist project, biochemical, TR-FRET, GST-NR2E3, biotin-RetCOR | Photoreceptor-specific nuclear receptor (Homo sapiens), Q9Y5X4 | 1536-well | inhibition of corepressor binding, % at 4.78 µM | 0.12% of 320,000 active | AID 2300, 2010;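 active = percent inhibition above the cutoff of mean plus 3 SD of all tested compounds, set per screening campaign, cut at about 20% in these data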;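 also: 0% = DMSO wells and 100% = biotin wells as full block of FRET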
Target sequence (Q9Y5X4 whole entry, looked up): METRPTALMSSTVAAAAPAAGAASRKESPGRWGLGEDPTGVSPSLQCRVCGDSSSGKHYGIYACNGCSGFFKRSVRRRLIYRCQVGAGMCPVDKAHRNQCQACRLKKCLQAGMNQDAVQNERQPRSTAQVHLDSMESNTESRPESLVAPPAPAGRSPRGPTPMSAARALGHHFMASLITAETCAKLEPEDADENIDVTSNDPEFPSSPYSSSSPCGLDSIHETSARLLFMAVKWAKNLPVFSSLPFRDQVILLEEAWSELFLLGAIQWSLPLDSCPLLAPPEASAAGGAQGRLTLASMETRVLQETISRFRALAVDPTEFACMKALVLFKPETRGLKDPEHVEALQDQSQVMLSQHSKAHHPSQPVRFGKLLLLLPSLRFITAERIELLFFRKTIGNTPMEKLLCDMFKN
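Material – GST-tagged NR2E3 plus biotinylated RetCOR corepressor · Quantity – NR2E3 fusion 1.35 nM · Times – 5 h incubation at 4 °C · Medium – pH 7.5 Tris-based buffer · Technique – TR-FRET, Eu(K)-anti-GST donor, streptavidin-D2 acceptor, ex 340, em 617/671 nm · Benchmarks – high control biotin, low control 0.6% DMSO · Format – 1536-well plates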
NR2E3 ag-2 – NR2E3 agonists in two-hybrid cells, primary screen, cell-based, luminescence, CHO-S, Gal4-NCOR/VP16-NR2E3; AID 602229, 2012; 0.35% of 360,000 active; inhibition of corepressor binding, % at 3.98 µM; Photoreceptor-specific nuclear receptor (Homo sapiens), Q9Y5X4; luciferase;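 active = inhibition above the mean of all tested compounds plus 3 SD, cut at about 70% in these data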;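 also: 0% = DMSO with NR2E3 transfected cells and 100% = cells lacking NR2E3 construct; higher means lower luciferase signal from less NR2E3 corepressor binding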
Peg3 prom inh – Peg3 promoter-driven luciferase inhibitors, primary screen, cell-based, HeLa, luciferase luminescence; HeLa PEG-Prom luciferase reporter, overnight; inhibition, % at 20 µM; 1.7% of 360,000 active; AID 588405, 2011;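 active = inhibition of at least 50% at 20 µM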
HIF-2a block – HIF-2a reporter inhibitors, primary screen, luminescence, 786-0 RCC cells | 786-0 RCC cells HIF-2a reporter, luciferase luminescence, overnight | inhibition, % at 18.8 µM | 0.72% of 360,000 active;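 active = inhibition of the luminescence signal of 40% or more relative to plate controls, in a single-dose primary screen at 18.75 µM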
MITF TRPM1 inh – inhibitors of MITF-dependent TRPM1 promoter reporter, primary screen, cell-based, SK-MEL-5, single point, luciferase | AID 488899, 2010 | SK-MEL-5 TRPM1 promoter luciferase, 24 h | inhibition, % at 12.5 µM | 0.83% of 330,000 active;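 active = mean inhibition across replicates of 60% or more, whatever share of single replicates reaches that level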; also: values of inactives mirror those of a sister screen read the other way
CF NFkB block – inhibitors of PAF-induced NF-kB signaling, primary screen, cell-based, GFP fluorescence, uHTS; KKLEB NF-kB-GFP reporter, GFP fluorescence overnight; inhibition, % at 5 µM; 0.86% of 360,000 active; AID 588850, 2011;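 active = at least 50% inhibition at 5 µM, scaled per plate between neutral and stimulator controls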;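 also: PAF is a Pseudomonas aeruginosa culture filtrate used as stimulus; plate controls were PAF-stimulated DMSO wells for no effect and unstimulated DMSO wells for full effect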
hiPSC survival – enhancers of single-cell hiPSC survival, primary screen, ATPlite luminescence; survival enhancement, % at 20 µM; 0.044% of 360,000 active; 100% = ROCK inhibitor wells, 0% = DMSO; in the data active = survival enhancement above about 18%;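 also: cells exposed to compounds for 16 hours before the ATP read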
TRAIL sens C8 – viability loss with TRAIL in NB7+C8 cells, primary screen, TRAIL sensitizer project, cell-based, ATPlite luminescence; 1% of 360,000 active; AID 624354, 2012; inhibition (viability loss, TRAIL sensitization), % at 10 µM;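 active = compounds causing at least 50% loss of cell viability in the single-dose screen, relative to plate controls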
LMP1 NFkB inh – EBV LMP1-driven NF-kappaB luciferase reporter inhibitors, primary screen, cell-based, luminescence, single point; LMP1-induced NF-kappaB luciferase reporter cells; inhibition, % at 12.5 µM; 0.69% of 350,000 active; AID 504558, 2011; in the data active = inhibition above about 41%;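 also: 0% = neutral control wells and 100% = reference inhibitor control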
Active calls of the source: *; · = not tested or not shown.

SMILES | KKLEB tox | Shn3 3UTR inh | NR2E3 ag-1 | NR2E3 ag-2 | Peg3 prom inh | HIF-2a block | MITF TRPM1 inh | CF NFkB block | hiPSC survival | TRAIL sens C8 | LMP1 NFkB inh
COC(=O)[C@@H](NC(=O)NC(C)CCc1ccccc1)C(C)C (some centres undefined) | -12 | -6 | 2 | -5 | 16 | 11 | 10 | -15 | 1.5 | 5 | -3
CC(C)(C)c1ccc(NC(=O)CSc2nnc(-c3n[nH]c4ccccc34)o2)cc1 | -18 | -22 | 2 | -42 | -295 | -184 | -49 | 2 | -1.4 | 25 | -3
CC(=O)NNC(=S)NC(=O)C(c1ccccc1)c1ccccc1 | 14 | 60 | 1 | -15 | 9 | 15 | 19 | -7 | -1.5 | 30 | 14
Cc1ccc(-c2cc(C(F)F)n3ncc(C(=O)N4CCCCC4c4cccnc4)c3n2)cc1 (centres undefined) | 31 | 12 | 4 | -8 | 32 | 20 | 30 | -9 | 0.5 | 11 | -15
Cc1ccc(N2NC(=O)/C(=C/c3ccc(-c4ccc(Cl)c(C(=O)O)c4)o3)C2=O)cc1 | 3 | -27 | -4 | 6 | 8 | 20 | -2 | -10 | 2.8 | -3 | -8
Cc1cc2[nH]c(=O)c(=O)[nH]c2cc1S(=O)(=O)NCc1ccc(Cl)cc1 | -11 | -19 | 2 | -4 | 7 | 9 | -1 | 9 | -1.7 | 7 | -5
Cc1ccc(S(=O)(=O)N2CCOCC2)cc1NC(=O)COC(=O)c1ccc2c(c1)OCO2 | 0 | 7 | -1 | -8 | 15 | 7 | 11 | 2 | -0.4 | -3 | -4
CC12CN3CC(C)(CN(C1)C3c1ccc(Cl)cc1Cl)C2=O (centres undefined) | -9 | -11 | 1 | -24 | -3 | 13 | -2 | 24 | 1.7 | -7 | 7
CCOC(=O)c1c(C)[nH]c(C(=O)COC(=O)/C=C/c2ccc(OCC#N)c(OC)c2)c1C | -1 | 1 | -1 | -12 | -4 | 9 | -7 | -14 | 0.4 | -3 | -2
CCOC(=O)C1CCCN(C2=NC(=O)/C(=C/c3ccc(O)c(OCC)c3)S2)C1 (centres undefined) | -6 | 1 | -2 | -28 | 13 | 9 | -6 | -21 | -0.1 | 2 | 2
CCOc1ccc(N=C(NC#N)SC)cc1 | 12 | -19 | 3 | -28 | 4 | -9 | 5 | 2 | -2.0 | 3 | 1
CC(=O)Nc1ccc(S(=O)(=O)Nc2nccc(/C=C/c3ccccc3F)n2)cc1 | 0 | -3 | 3 | 1 | 2 | 17 | 0 | 11 | 0.9 | 3 | 6
NC(=O)C1CCN(c2nc(-c3cc4ccccc4o3)cs2)CC1 | 10 | -23 | · | -76 | -218 | -203 | -44 | -13 | 2.1 | -9 | -8
O=C(COC(=O)C1(c2ccccc2F)CCCC1)NCc1cccs1 | -9 | 9 | 3 | 12 | 11 | 23 | 5 | -4 | 2.0 | 0 | -9
O=C1CC2(CCN(C(=O)c3c(F)cccc3F)CC2)Oc2ccccc21 | -10 | 14 | 2 | 1 | -2 | 9 | 12 | 13 | 0.4 | 7 | 21
COc1ccc(Cc2nnc(N/N=C(\C)c3ccccc3)[nH]c2=O)cc1OC | -2 | 11 | 1 | -29 | -15 | 0 | -2 | 7 | -0.4 | -10 | -1
COc1ccc(-c2csc(NCCc3nc4cc(C(=O)NCCCO)ccc4n3Cc3ccc(C)cc3)n2)cc1 | -8 | 22 | 2 | -56 | 6 | 17 | 1 | -13 | 0.9 | -9 | 0
Cc1ccccc1NC(=O)C(=O)NCC1CCCN1S(=O)(=O)c1cccs1 (centres undefined) | -21 | 3 | 1 | 1 | -36 | -59 | -11 | -20 | -0.4 | -5 | -4
CCOC(=O)c1c(NC(=O)COC)sc(C)c1C | -6 | 14 | 3 | -6 | -8 | 1 | 0 | 1 | 0.0 | -11 | 9
COc1cc(/C=N/NC(=O)c2ccoc2C)ccc1O | 9 | -30 | 1 | -95 | -61 | -141 | -49 | -4 | -1.2 | -3 | -24
O=C(c1ccc([N+](=O)[O-])cc1)N1CCN(c2cccc3[nH]ccc23)CC1 | -4 | 2 | -1 | -5 | 22 | 19 | -11 | -14 | -0.5 | -14 | -1
NC(=O)C1CCN(c2oc(/C=C/c3ccc(F)cc3)nc2S(=O)(=O)c2ccccc2)CC1 | 0 | 13 | 1 | -1 | 22 | 3 | 8 | 27 | 0.2 | -20 | ·
CCCCc1nnc(NC(=O)c2ccc3c(=O)n4c(nc3c2)CCC4)s1 | 12 | 3 | 4 | -14 | -9 | -9 | -5 | -14 | -0.5 | -3 | -7
COc1ccc(OC)c(C2=NOC(C(=O)NCc3ccccn3)C2)c1 (centres undefined) | 2 | -17 | -4 | 31 | 26 | -4 | -18 | 4 | 1.0 | -15 | 4
O=C(CSc1nnc2ccccn12)NCc1cccs1 | 0 | -7 | 1 | -7 | -13 | -24 | -8 | -4 | 2.2 | -22 | -8
CCCc1cc(C(=O)NNC(=S)NC2CCCCC2)cs1 | 13 | 20 | 2 | 8 | -171 | -232 | -9 | -34 | -0.4 | -13 | 0
CS(=O)(=O)N(CC(O)CON=C1c2ccccc2-c2ccccc21)c1ccc(F)cc1 (centres undefined) | 6 | 17 | -2 | 4 | 30 | -20 | 4 | -2 | 2.1 | -5 | -10
CCOC(=O)c1oc2c(CN3CCN(C)CC3)c(O)c(CC)cc2c(=O)c1-c1nc2ccccc2s1 | 19 | 0 | · | -13 | 9 | 7 | -9 | -7 | -0.7 | -13 | 1
N#C/C=C/N1CCC(Cc2ccccc2)CC1 | 0 | -4 | 3 | -12 | 2 | 14 | 3 | -5 | -0.5 | 16 | 3
C=CCn1c(SCc2cccc3ccccc23)nnc1-c1cccnc1 | -13 | 12 | 9 | 3 | 14 | 8 | 15 | 0 | -3.7 | 0 | -1
O=C1C2CCCN2C(=O)N1CCCN1CCN(c2ccc([N+](=O)[O-])cc2)CC1 (centres undefined) | -13 | 1 | -2 | 21 | 9 | 9 | 10 | -5 | -0.9 | -3 | -3
Clc1ccc(CN2CCN(c3ncccn3)CC2)cc1 | 15 | 8 | 0 | 1 | -3 | -4 | 1 | 27 | 0.0 | -7 | -11
COC(=O)Nc1nc(-c2cc(Cl)ccc2Cl)cs1 | -2 | -9 | 2 | -1 | -13 | -15 | -1 | 2 | -0.4 | -13 | -1
Cc1ccc2c(c1)NC(=O)C(N1CCOCC1)(C(F)(F)F)O2 (centres undefined) | -10 | 4 | 0 | -7 | 5 | 14 | 0 | 9 | -1.7 | -2 | 13
CCNc1ccccc1C(=O)O | 16 | 7 | -4 | -16 | -13 | 6 | -4 | -14 | -1.9 | -2 | 0
COc1ccc(CCNC(=O)CCSc2nc(-c3ccco3)cc(C(F)(F)F)n2)cc1OC | 10 | -1 | 2 | -4 | 9 | 25 | 0 | 7 | -1.8 | -30 | 20
CC(C)CN(C(=O)COC(=O)C(C)N1C(=O)c2ccccc2C1=O)c1c(N)n(Cc2ccccc2)c(=O)[nH]c1=O (centres undefined) | 3 | -7 | -3 | -13 | -9 | 4 | 5 | 0 | -0.3 | 4 | -3
CCOC(=O)C1=CCC(c2ccccc2C(F)(F)F)N(S(=O)(=O)c2ccc(C)cc2)C1 (centres undefined) | -9 | 12 | · | -32 | 38 | 26 | · | 30 | -0.3 | 2 | ·
O=C(CCN1C(=O)C2CC=CCC2C1=O)Nc1cc(C(F)(F)F)ccc1N1CCCC1 (centres undefined) | 8 | -18 | -1 | -8 | 8 | 16 | 0 | -3 | -0.3 | -6 | 5
Cc1nn(-c2ccc(Cl)cc2)c2sc(C(=O)c3c(N)n(C)c(=O)n(C)c3=O)cc12 | 4 | 8 | -1 | -6 | 9 | 12 | 2 | 8 | -4.1 | 1 | 5
O=C(CN1C(=O)C2CC=CCC2C1=O)NCC(=O)Nc1ccc(F)c(F)c1F (centres undefined) | 3 | 18 | -3 | -3 | 0 | 10 | 3 | 2 | -0.5 | -13 | -3
C=CCO/N=C(\C)c1c(O)c(C)c(-c2ccccc2)n(-c2ccccc2)c1=O | 6 | 7 | 1 | -6 | 5 | 6 | 2 | -3 | -3.1 | -6 | 2
COc1ccc(Cl)cc1NC(=S)NNC(=O)C1(C)CC1(Cl)Cl (centres undefined) | -1 | 1 | 1 | 49 | 10 | 7 | 7 | 5 | -1.5 | 2 | -9
CC(=O)Nc1ccc(S(=O)(=O)Nc2cc(C)cn(Cc3ccccc3)c2=O)cc1 | -2 | 39 | 3 | -4 | 19 | -2 | 1 | 10 | -0.7 | 1 | 0
COc1cccc(/C=N/N2CCOCC2)c1O | 3 | -86 | 1 | -20 | -120 | -139 | -40 | -16 | -2.8 | 22 | -7
O=C(CN1C2=NCCN2c2ccccc21)c1ccc2c(c1)OCO2 | -3 | -18 | 0 | 1 | 8 | -1 | -1 | 4 | 0.8 | -8 | -5
C[C@H]1CN([C@@H](C)CO)C(=O)Cc2cc(NS(C)(=O)=O)ccc2O[C@@H]1CN(C)CC1CC1 | 29 | 11 | · | 0 | -7 | 16 | -7 | -9 | -3.4 | -12 | 7
Cc1ccc(NC(=O)COC(=O)C(CC(C)C)N2C(=O)C3CC=CCC3C2=O)c(C)c1 (centres undefined) | 10 | 11 | 1 | -18 | 8 | 19 | -7 | 1 | -0.2 | 0 | 0
Nc1nc(=S)c2ncn(C3OC(CO)C(O)C3O)c2[nH]1 (centres undefined) | -2 | -33 | 4 | 57 | 29 | 11 | 10 | -9 | -0.1 | 56* | 9

Screening data (PubChem BioAssay)

Some of the compounds tested; rates above refer to the full screens.
